uPA surface inh = blocks generation of uPA at the cell surface; cell surface uPA generation assay, qHTS; Potency, µM (highest dose often 38.3 µM), inactives show at the highest dose activity change, negative = inhibition, actives largely listed as inhibitors; AID 540303; actives 0.31% (n = 330,000); active means well fitted inhibition curve with a large enough effect; inconclusive means small, poorly fitted or top-dose-only effect; inactive means no such curve, though single readings can be large or run the other way; tested in mouse RAW 264.7 cells; further: on the % scale 0 is the no-effect control and ±100 the full control effect; nearly all actives have a fitted effect of over 55% in size
p53 reactivator = mutant p53 re-activation in reporter cells; H1299 p53-A138V BP100-luciferase reporter, luminescence, 24 h; Potency, µM (highest dose often 92.2 µM), for inactives: at the highest dose activity change, positive = activation, most hits filed as activators; actives 0.063% (n = 320,000); further: % of control where 0% means no effect; nearly all actives have a fitted effect of over 45% in size
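H1299 (p53-null), stable ts p53-A138V + BP100-Luc; 1000 cells/well, Opti-MEM/10% FBS; cpd 4 pt, 1:5; 24 h, 37 deg C, 5% CO2; detection reagent 10 min RT; luminescence.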
VP16 counter = counter-screen for ROR gamma inhibitors: Gal4-VP16 reporter. Drosophila S2 Gal4-VP16 UAS-luciferase, luminescence, 20 h. Potency, µM (titrated, usually from 53.6 µM), inactives show at the highest dose activity, negative = inhibition, hits mostly inhibitors. actives 3.5% (n = 310,000). AID 2546;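 further: Gal4-VP16 expression switched on by copper sulfate through the metallothionein promoter; on the % scale 0 is the no-effect control and ±100 the full control effect; nearly all actives have a fitted effect of over 50% in size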
FLuc modulator = firefly luciferase modulation, counter-screen for miR-21 project | P08659 | purified FLuc, Km substrates, luminescence inhibition | Potency, µM (highest dose often 57.5 µM), for inactives: top-dose activity change, negative = inhibition, actives largely listed as inhibitors | actives 6.9% (n = 360,000);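 further: plate controls were vehicle for no effect and reference inhibitor for full effect; nearly all actives have a fitted effect of over 55% in size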
Target sequence (P08659 whole entry, looked up): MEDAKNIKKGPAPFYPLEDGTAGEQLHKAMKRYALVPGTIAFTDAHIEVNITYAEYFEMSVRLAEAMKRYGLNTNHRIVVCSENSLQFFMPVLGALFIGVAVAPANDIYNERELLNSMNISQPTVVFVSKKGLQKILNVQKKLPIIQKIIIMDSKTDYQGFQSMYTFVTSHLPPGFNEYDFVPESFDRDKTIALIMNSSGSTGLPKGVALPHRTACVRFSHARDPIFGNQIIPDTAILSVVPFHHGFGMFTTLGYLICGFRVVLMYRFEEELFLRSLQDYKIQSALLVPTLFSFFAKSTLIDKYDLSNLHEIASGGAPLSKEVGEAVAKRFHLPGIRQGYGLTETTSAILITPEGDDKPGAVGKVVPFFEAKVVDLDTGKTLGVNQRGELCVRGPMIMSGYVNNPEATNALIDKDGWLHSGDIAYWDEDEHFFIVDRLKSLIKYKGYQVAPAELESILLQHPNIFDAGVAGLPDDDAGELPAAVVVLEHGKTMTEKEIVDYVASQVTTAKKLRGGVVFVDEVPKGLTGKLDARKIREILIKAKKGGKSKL
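Purified P. pyralis luciferase, 10 nM final, with Km-level 10 uM D-luciferin and 10 uM ATP in 50 mM Tris acetate pH 7.5, 10 mM Mg acetate, 0.01% Tween-20, 0.05% BSA; 6-point qHTS titration about 60 µM downward; luminescence read.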
MBNL1-CUG inh = inhibitors of human MBNL1 binding to CUG repeat RNA. Q9NR56. TR-FRET MBNL1-His/biotin-(CUG)12 binding, 665/545 ratio. Potency, µM (doses to about 57.5 µM), without a hit: top-dose activity change, negative = inhibition, most hits filed as inhibitors. actives 0.036% (n = 280,000); active means well fitted inhibition curve with a large enough effect in the signal ratio, with a control signal flat, not every such curve was filed as active; inconclusive means small, poorly fitted or top-dose-only effect, or effect the other way, or a change in a side signal; inactive means no such curve, though single readings can be large or run the other way; the % refers to the signal ratio; further: on the % scale 0 is the no-effect control and ±100 the full control effect
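His-tagged MBNL1 binding to biotinylated (CUG)12 RNA was measured by TR-FRET using terbium anti-His antibody (0.055 ng/ul final) and streptavidin-XL665 (5 nM final). Compounds were titrated 92 nM to 58 uM; 60 min at room temperature.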
RORgamma inh = ROR gamma (mouse) transcription inhibition; P51450; Drosophila S2 Gal4-RORgamma UAS-luciferase reporter, 20 h; Potency, µM (top dose mostly 53.6 µM), for the others: at the top dose activity change, negative = inhibition, actives largely listed as inhibitors; actives 5.4% (n = 310,000); AID 2551; further: on the % scale 0 is the no-effect control and ±100 the full control effect; nearly all actives have a fitted effect of over 60% in size
Target sequence (P51450 whole entry, looked up, the tested form may be a part): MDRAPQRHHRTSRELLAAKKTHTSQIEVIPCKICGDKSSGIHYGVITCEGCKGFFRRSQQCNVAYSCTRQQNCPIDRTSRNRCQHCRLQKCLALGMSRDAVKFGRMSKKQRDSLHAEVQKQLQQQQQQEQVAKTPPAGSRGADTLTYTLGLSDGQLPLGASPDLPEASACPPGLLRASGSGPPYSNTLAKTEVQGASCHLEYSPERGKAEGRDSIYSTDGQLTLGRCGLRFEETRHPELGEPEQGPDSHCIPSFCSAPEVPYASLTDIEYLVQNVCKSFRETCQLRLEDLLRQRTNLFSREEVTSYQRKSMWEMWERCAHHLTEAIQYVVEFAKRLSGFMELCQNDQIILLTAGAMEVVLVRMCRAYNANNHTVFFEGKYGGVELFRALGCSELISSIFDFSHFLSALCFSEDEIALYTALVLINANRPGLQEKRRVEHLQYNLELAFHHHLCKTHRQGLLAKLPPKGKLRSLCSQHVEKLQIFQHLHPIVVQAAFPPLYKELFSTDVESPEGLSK
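ROR gamma transcriptional activity was tracked as Gal4-UAS luciferase output in stably transfected Drosophila Schneider cells, with compound added 1 hr before 700 uM copper sulfate induction and a 20 hr ambient-temperature incubation.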
ELG1 genotoxic = induces genotoxicity in HEK293T cells with luciferase-tagged ELG1; HEK293T ELG1-luciferase reporter, luminescence, 16 h; AID 504466; actives 1.3% (n = 330,000); Potency, µM (doses to about 46 µM), inactives show at the top dose activity change, positive = activation, usual class: activators; further: % of control where 0% means no effect; nearly all actives have a fitted effect of over 60% in size
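HEK293T cells expressing luciferase-tagged ELG1 were treated with compound or DMSO for 16 hr at 37°C. Luciferase activity was then read after 30 min with ONE-Glo at room temperature; rising signal flags genetic stress.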
BRCA1 expr up = activators of BRCA1 expression | MCF7-BRCA1-FFLuc reporter, luminescence, 48 h; response scale: scaled: vehicle 0%, 10 µM genistein 100% | Potency, µM (titrated, usually from 46.1 µM), for the others: at the top dose activation, most hits filed as activators | actives 1.1% (n = 380,000) | AID 624202; further: nearly all actives have a fitted effect of over 80% in size; some results filed as inactive show a strong effect at the top dose
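Luminescence from a BRCA1-driven firefly luciferase in MCF7 cells was read after 48 h compound exposure at 37 C. Data normalized against DMSO and a 10microM genistein activation control, then curve-fitted across the titration.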
NPC1 promoter act = NPC1 promoter activation | Huh7 NPC1 promoter luciferase reporter, 24 h | Potency, µM (doses to about 9.22 µM), inactives show at the top dose activation, hits mostly activators | actives 2.4% (n = 320,000);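 further: % of control where 0% means no effect; nearly all actives have a fitted effect of over 60% in size; reporter is driven by a mutant NPC1 promoter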
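Compounds in DMSO were transferred onto Huh7 NPC1-luciferase reporter cells pre-incubated 2 h; after 24 h at 37 °C, Amplite reagent was dispensed and luminescence recorded 10 min later.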
Rab9 prom act = Rab9 promoter activation. actives 2.8% (n = 320,000). Huh7 Rab9 promoter-luciferase reporter, luminescence, 24 h. Potency, µM (series often up to 9.22 µM), for the others: top-dose activation, negative = inhibition, actives largely listed as activators; further: % of control where 0% means no effect; nearly all actives have a fitted effect of over 60% in size
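Cell-based reporter: Huh7 stable for Rab9 promoter-driven luciferase, plated in reduced-serum medium with 10% FBS at 1500 cells/well, compound-treated 24 h at 37 °C, luminescence read after 10 min reagent.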
* marks the source's active call; other numbers are inactive results; ? = inconclusive; . = not tested or not shown; & = joins results of further samples; [ ] = another dose, or the depositor's remark. Unless noted, the call rests on the fitted dose curve; in most records, active means well fitted curve in the direction sought with a large enough effect; inconclusive means small, poorly fitted or top-dose-only effect, or another doubt; inactive means no such curve, though single readings can be large; an effect the other way counts as inactive or inconclusive. Potency means the concentration at half of the fitted maximal effect.

SMILES | uPA surface inh | p53 reactivator | VP16 counter | FLuc modulator | MBNL1-CUG inh | RORgamma inh | ELG1 genotoxic | BRCA1 expr up | NPC1 promoter act | Rab9 prom act
Cc1ccc(CNC(=O)C2CCCN(c3nc4ccsc4c(=O)s3)C2)cc1 (stereo not drawn) | 3% | -1% | 2% | 2% | 42%[activator] | -8% | -1% | -26% | -3% | -14%
Cc1csc(SCC(=O)Nc2cc([N+](=O)[O-])ccc2F)n1 | ? | ? | . | 2% | . | . | 8% | -26% | -3% | 3%
CC(C)(C)NC(=O)CN(Cc1cccs1)C(=O)c1csnn1 | 3% | 6% | 21% | -2% | -4% | ? | 0% | 1% | -1% | 0%
Cc1ccc2nc(-c3cccnc3SCC(=O)N3c4ccccc4CC3C)[nH]c2c1 (stereo not drawn) | -12% | ? | -10%[0.365 µM] | 5.4µM* | 59%[activator] | 39% | ? | 0% | ? | ?
CC1(C)CC(=O)C(C=Nc2ccc3[nH]ncc3c2)=C(O)C1 | -16% | 4% | 1%[0.365 µM] | ? | ? | -23% | -30%[inhibitor] | 19% | 4% | -4%
Cc1cccc(OCC(=O)N2CCN(C(=O)c3ccco3)CC2)c1 | -6% | -4% | -1% | -2% | 0% | 9% | 1% | 22% | -1% | -5%
CCCCn1c(=O)c(-c2ccccc2)c(O)c2ccccc21 | -2% | 0% | -3% | 6% | -2% | -9% | -5% | 2% | -2% | -9%
Cc1cnc(NC(=O)CCN2C(=O)C3CCCCC3C2=O)s1 (stereo not drawn) | . | 3% | -15% | -1% | -8% | 12% | 0% | -2% | 1% | 11%
O=C1C=C(c2ccccc2)OC(c2ccccc2)O1 (stereo not drawn) | -1% | 6% | 7% | -16% | 6% | 12% | 2% | -15% | 0% | 1%
O=C(c1ccccc1)N1CCN(C(=O)c2nn3c(C(F)(F)F)cc(-c4ccccc4)nc3c2Br)CC1 | -5% | 0% | -4% | 0% | 12% | ? | -21% | -9% | -6% | 0%
Cc1cc(NC(=O)CN2C(=O)NC(C)(c3ccc(OC(F)F)cc3)C2=O)no1 (stereo not drawn) | -5% | 0% | -2% | -1% | -7% | 11% | 2% | 2% | 1% | -2%
C=CCNc1nc2c(c(=O)[nH]c(=O)n2C)n1CC(O)COc1ccc2ccccc2c1 (stereo not drawn) | 1% | 9% | 5% | 1% | -1% | 2% | -2% | -2% | -3% | -5%
CCc1ncc(/C=C2\C(=O)Nc3ccccc32)[nH]1 | -5% | 6% | 9% | 13µM* | . | 2% | 6% | 47% | ? | ?
Nc1ncc(Br)cc1N=Cc1ccccc1 | -1% | ? | -3% | 3.4µM* | ? | 34% | ? | ? | 21% | 3.5µM*
O=C(c1ccccc1SCc1ccccc1)N1CCCCCC1 | -1% | -3% | 8% | 7% | -3% | 30% | -4% | 1% | -2% | -1%
COc1ccc(N2CCSC2C(=O)NN)cc1 (stereo not drawn) | 4% | -8% | 2% | -1% | 10% | -24% | 3% | -12% | -8% | -2%
O=C(CSc1n[nH]c(-c2ccc(Br)cc2)n1)N1CCOCC1 | -1% | 19% | . | . | . | . | -1% | 19% | . | .
COCCNC(=O)c1ccc(NS(C)(=O)=O)cc1 | 1% | -1% | -6% | 0% | -12% | -4% | 0% | 29% | -1% | -6%
CC(C)[C@H](NC(=O)c1ccco1)C(=O)OCC(=O)NC12CC3CC(CC(C3)C1)C2 | -3% | -2% | 3% | -2% | . | -12% | 10% | -8% | -9% | 13%
CC(=O)Nc1ccc(S(=O)(=O)N(C)CC(=O)OCC(=O)Nc2cccnc2Cl)cc1 | 0% | 1% | 0% | 6% | . | -8% | 3% | -21% | -3% | -3%
COc1ccc(C(=O)N(C)CC2CCN(CCc3cccc(C(F)(F)F)c3)CC2)cc1C | -28% | . | -13% | -2% | -7% | ? | -1% | -14% | 11% | -7%
CC1CCCC(C)N1C(=O)COc1ccc([N+](=O)[O-])cc1Cl (stereo not drawn) | 0% | 11% | 6% | 3% | ? | 21% | -1% | 33% | 1% | -8%
COc1ccc(NC(=O)C(CC(=O)O)C(C)c2ccccc2)cc1 (stereo not drawn) | 3% | -1% | -3% | 0% | -5% | 19% | -13% | 2% | -4% | 0%
NC(=O)c1ccsc1NC(=O)CS(=O)(=O)c1ccc(Cl)cc1 | -4% | 0% | 5% | -2% | -9% | 19% | 1% | 14% | 2% | -1%
O=C(c1cc2cc3ccc(Cl)cc3nc2o1)N1CCCCCC1 | 0% | ? | ? | 2.7µM* | ? | ? | ? | 2.2µM* | 2.5µM* | 3.5µM*
Cc1oc(-c2ccccc2)cc1C(=O)Nc1cccc(C(=O)O)c1 | . | ? | -12% | ? | 1% | 10% | ? | 7% | 14% | 19%
COc1ccc(C(=O)Nc2cc(OC)cc(OC)c2)cc1 | -7% | 0% | -6% | 4.8µM* | 8% | 2% | ? | ? | 2µM* | 1.8µM*
CCOCCCN(C)C1CCN(C(=O)c2oc3ccccc3c2NC(=O)c2ccc([N+](=O)[O-])cc2)CC1 | -4% | 6% | 2% | 2% | 18% | 1% | 0% | 0% | 2% | -10%
COc1cccc2cc(C(=O)N(C)C)c(=O)oc12 | -1% | 4% | 13% | 5% | -1% | -14% | 3% | 1% | 1% | -4%
COCCNC(=O)C(c1ccco1)N(Cc1ccc(OC)cc1)C(=O)Cn1nnc2ccccc21 (stereo not drawn) | -3% | ? | 12% | 0% | -8% | 16% | 2% | 15% | 1% | 2%
S=c1[nH]nc(-c2ccncc2)n1Cc1ccccc1 | -1% | 0% | -20% | 0% | 5% | 13µM* | 0% | -1% | 1% | -2%
COc1ccc(C(=O)C2CCCN(C(=O)c3cccs3)C2)cc1F (stereo not drawn) | -5% | 0% | -11% | -8% | -3% | 35% | -3% | -6% | 0% | -1%
Fc1ccc(Nc2cccc3nccnc23)cc1 | 1% | 13% | ? | ? | ? | 0% | 8% | 23% | 5% | -2%
O=C(COc1ccccc1Cl)Nc1ccccc1C(=O)N1CCCCC1 | -7% | -2% | 0% | ? | -10% | 19% | 5% | ? | ? | ?
CCCn1ncc(CN2CCC(CO)(CC3CCCCO3)CC2)c1C (stereo not drawn) | 2% | 4% | -2% | 0% | -20% | -7% | 0% | 3% | 0% | -6%
COc1ccc(C2=CC3=C(Br)C(=O)C(C)(OC(=O)C4CCCC4)C(=O)C3=CO2)cc1 (stereo not drawn) | -4% | 5% | -3%&0% | -3% | 14% | -21%&-18% | 3% | 3% | -4% | 2%
CCOC(=O)c1sc(=NC(=O)c2cc(OC)c(OC)c(OC)c2)n(C)c1C | -4% | 3% | -2% | 0% | 55%[activator] | 1% | 7% | 25% | -3% | -1%
CC(=O)c1ccccc1NC(=O)CSc1nnc(Cc2csc(C)n2)o1 | 21% | 7% | . | -17% | . | . | 2% | -13% | 3% | -2%
CC(C)Cc1nc2oc3c(Cl)ncnc3c2c2c1CCC2 | . | -7% | -13% | 5% | 15% | -12% | 13% | -112%[inhibitor] | -8% | -1%
CCC(C)[C@H](NC(=O)Nc1ccccc1F)C(=O)OC (stereo partly drawn) | 6% | -1% | 2% | 2% | . | 0% | -4% | -6% | 0% | 0%

One compound at a time, from the list above. Values in the order: uPA surface inh | p53 reactivator | VP16 counter | FLuc modulator | MBNL1-CUG inh | RORgamma inh | ELG1 genotoxic | BRCA1 expr up | NPC1 promoter act | Rab9 prom act
Listed for O=C(c1ccccc1)N1CCN(C(=O)c2nn3c(C(F)(F)F)cc(-c4ccccc4)nc3c2Br)CC1 : -5% | 0% | -4% | 0% | 12% | ? | -21% | -9% | -6% | 0%
Listed for S=c1[nH]nc(-c2ccncc2)n1Cc1ccccc1 : -1% | 0% | -20% | 0% | 5% | 13µM* | 0% | -1% | 1% | -2%

Continuation.
SMILES | uPA surface inh | p53 reactivator | VP16 counter | FLuc modulator | MBNL1-CUG inh | RORgamma inh | ELG1 genotoxic | BRCA1 expr up | NPC1 promoter act | Rab9 prom act
CCOC(=O)c1ccc(NC(=O)c2cccc(S(=O)(=O)N3CCOCC3)c2)cc1 | -8% | 0% | -10% | -1% | -4% | ? | -46%[inhibitor] | -44% | -4% | -19%
CN(C)C(=O)CSc1cnc2ccccc2n1 | -4% | 1% | 12% | -3% | . | -10% | 0% | 1% | 9% | 0%
O=C(Nc1nnc(-c2ccncc2)o1)c1ccccc1 | 5% | ? | 5µM* | ? | -1% | 3.2µM* | 3% | -2% | 9% | 11%
CC(C)(C)c1ccc(C2(C)NC(=O)N(CC(=O)c3ccc[nH]3)C2=O)cc1 (stereo not drawn) | 4% | -4% | -3% | -3% | 6% | 10% | 1% | -5% | -2% | -4%
NC(=O)c1ccc(NC(=O)COC(=O)CCCOc2ccccc2)cc1 | 3% | 0% | . | -2% | . | . | 1% | 11% | -9% | -3%
COc1ccc(NC(=O)C(OC(=O)c2cnc(C)cn2)c2ccccc2)cc1Cl (stereo not drawn) | -6% | 6% | . | 0% | . | . | 3% | 13% | -4% | -4%
C=C(C)c1nc(N)nc(N)n1 | -13% | -20% | -10% | 1% | -2% | -19% | -3% | -44% | 1% | -2%
COCCN(C(=S)Nc1c(C)cccc1C)C(C)c1cccs1 (stereo not drawn) | -19% | -2% | ? | 5% | -1% | ? | -3% | -7% | -7% | -1%
CC(=O)c1cc2c(cc1NS(=O)(=O)c1ccccc1)OCO2 | 1% | 1% | -9% | 3% | 2% | 3% | 16µM* | -2% | 12% | 20%

High-throughput results (PubChem BioAssay)
